Assay outcomes (PubChem)
PLK1 PBD inh = qHTS for Inhibitors of PLK1-PDB (polo-like kinase 1 - polo-box domain): Primary Screen | AID 720504, 2013 | 360,000 tested, 2.8% active | Serine/threonine-protein kinase PLK1 (Homo sapiens), P53350 | Potency, µM, for inactives: max response, negative = inhibition, most hits filed as inhibitors | Plk1 PBD binding of FITC phosphopeptide, fluorescence polarization; also: potency is read from the fitted curve at half-maximal effect; series mostly up to about 57 µM; % is scaled to controls: 0 for no effect and ±100 for the full control effect; nearly all actives have a fitted effect of over 65% in size
Target sequence (P53350 whole entry, looked up, the tested form may be a part): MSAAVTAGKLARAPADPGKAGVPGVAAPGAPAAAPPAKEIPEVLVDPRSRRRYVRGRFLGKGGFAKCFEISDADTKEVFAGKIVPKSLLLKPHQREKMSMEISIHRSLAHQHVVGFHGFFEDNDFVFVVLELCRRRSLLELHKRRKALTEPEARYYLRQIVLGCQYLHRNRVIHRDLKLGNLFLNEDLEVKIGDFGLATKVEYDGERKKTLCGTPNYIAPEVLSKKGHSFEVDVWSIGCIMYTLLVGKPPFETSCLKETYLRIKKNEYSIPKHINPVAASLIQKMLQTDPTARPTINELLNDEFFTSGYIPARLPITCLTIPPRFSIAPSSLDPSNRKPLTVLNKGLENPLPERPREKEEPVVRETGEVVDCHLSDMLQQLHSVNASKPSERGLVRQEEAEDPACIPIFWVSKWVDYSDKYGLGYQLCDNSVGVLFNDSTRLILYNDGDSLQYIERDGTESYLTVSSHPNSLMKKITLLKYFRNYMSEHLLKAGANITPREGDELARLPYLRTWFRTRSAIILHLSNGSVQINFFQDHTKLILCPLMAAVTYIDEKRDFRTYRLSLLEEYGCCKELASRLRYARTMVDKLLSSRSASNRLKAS
EPAC1 antag = qHTS for Antagonist of cAMP-regulated guanine nucleotide exchange factor 3 (EPAC1): primary screen | Rap guanine nucleotide exchange factor 3 (Homo sapiens), O95398 | EPAC1 GEF assay, Rap1b-BODIPY-GDP exchange fluorescence | Potency, µM (highest dose often 115 µM), for inactives: top-dose activity change, negative = inhibition, actives largely listed as inhibitors | 360,000 tested, 0.14% active | AID 720709, 2013;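 also: potency is read from the fitted curve at half-maximal effect; plate controls were vehicle for no effect and positive control for full effect; nearly all actives have a fitted effect of over 50% in size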
FUS suppressor = qHTS for Suppressors of FUS Proteinopathy: Primary screen using FUS-linked yeast assay; S. cerevisiae FUS-expressing, growth rescue, OD600, 24 h; Potency, µM (doses to about 76.6 µM), without a hit: at the highest dose growth rescue (activation), most hits filed as activators; 390,000 tested, 0.24% active; AID 1347120, 2019;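 also: potency is read from the fitted curve at half-maximal effect; plate controls were DMSO vehicle for no effect and reference control for full effect; nearly all actives have a fitted effect of over 55% in size; some results filed as inactive show a strong effect at the top dose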
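Read-out: OD at 600 nm after 24hr at 30C, reporting rescue of FUS-induced yeast toxicity. Cells at OD 0.005 in galactose (2%) minimal medium; compounds tested in a dilution series; CP55940 titration from 92uM final as control.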
PI5P4K alpha inh = qHTS for Inhibitors of phosphatidylinositol 5-phosphate 4-kinase (PI5P4K); Phosphatidylinositol 5-phosphate 4-kinase type-2 alpha (Homo sapiens), P48426; PI5P4Kalpha enzyme, ADP-Glo luminescence, 60 min; active compounds read low; max response, %; 330,000 tested, 1.2% active; active = max response of -50% or lower; inconclusive = between -30% and -50%; inactive = -30% or higher; also: value at the top dose of about 77 µM; % is scaled to controls: 0 for no effect and ±100 for the full control effect
Target sequence (P48426 whole entry, looked up): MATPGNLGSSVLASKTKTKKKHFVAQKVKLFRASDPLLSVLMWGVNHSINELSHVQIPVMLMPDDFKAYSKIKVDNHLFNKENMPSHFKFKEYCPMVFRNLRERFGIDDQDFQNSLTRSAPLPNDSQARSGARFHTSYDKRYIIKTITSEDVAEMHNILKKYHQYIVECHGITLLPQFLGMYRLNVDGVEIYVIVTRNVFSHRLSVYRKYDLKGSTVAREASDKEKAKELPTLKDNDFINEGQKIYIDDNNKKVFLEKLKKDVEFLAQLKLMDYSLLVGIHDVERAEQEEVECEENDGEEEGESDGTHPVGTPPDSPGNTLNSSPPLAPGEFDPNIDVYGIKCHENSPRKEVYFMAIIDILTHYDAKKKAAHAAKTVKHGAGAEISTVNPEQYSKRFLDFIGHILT
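Single end-point luminescence (ADP-Glo) quantified ADP from PI5P4Kalpha turnover; ATP 5 microM final, 1 h at RT, 0.1% CHAPS and 0.28 mM EGTA in HEPES pH 7.4.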
Abeta rescue = qHTS for compounds that reverse cellular toxicity of Amyloid beta (A-beta) peptide in yeast: Primary Screen | yeast expressing A-beta42, growth rescue, OD600, 48 h; response scale: 0% DMSO, 100% iron-clioquinol control | Potency, µM (series often up to 46.1 µM), inactives show at the highest dose growth rescue, most hits filed as activators | 410,000 tested, 0.063% active | AID 1347071, 2019; also: potency is read from the fitted curve at half-maximal effect; nearly all actives have a fitted effect of over 55% in size
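Yeast growth medium received pinned compounds, then yeast cells expressing toxic A-beta were added; plates incubated at 30 C for 48 hr. Growth read as absorbance at 600 nm, normalized to DMSO and equimolar FeCl3 plus clioquinol controls.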
WRN inhibitor = qHTS for Inhibitors of WRN Helicase; Bifunctional 3'-5' exonuclease/ATP-dependent helicase WRN (Homo sapiens), Q14191; WRN helicase unwinding, fluorescent forked duplex, kinetic; Potency, µM (top dose mostly 114 µM), without a hit: at the highest dose activity change, negative = inhibition, most hits filed as inhibitors; 360,000 tested, 0.46% active; also: potency is read from the fitted curve at half-maximal effect; % is scaled to controls: 0 for no effect and ±100 for the full control effect; nearly all actives have a fitted effect of over 55% in size
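Fluorescence dequenching readout, ex 525 nm/em 598 nm, kinetic mode: forked duplex DNA (100 nM final) with adjacent fluorophore and quencher unwound by WRN (20 nM final) with 2 mM ATP. Compound preincubation 15 min, room temperature.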
IL2 activator = qHTS of IL-2 Activators; IL-2 activation reporter assay, cell-based qHTS; stimulated with anti-CD3/CD4/CD28 beads; in transgenic mouse T cells; activation, % (series mostly up to about 46 µM); 360,000 tested, 0.065% active; in the data active = activation above about 50%; inconclusive = mostly about 30% to 49%; also: 0% is about no effect
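Readout: EGFP and DsRed signals by fluorescent plate cytometry. Unstimulated transgenic mouse T cells received compound 60 min before antibody-bead stimulation, then incubated 18 h at 37 degrees C.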
EPAC1 ag = qHTS for Agonist of cAMP-regulated guanine nucleotide exchange factor 3 (EPAC1): primary screen | AID 720707, 2013 | EPAC1 agonist qHTS, biochemical assay; response scale: 100% = response to 6.5 mM cAMP | Rap guanine nucleotide exchange factor 3 (Homo sapiens), O95398 | 360,000 tested, 0.073% active | Potency, µM (series often up to 154 µM), inactives show top-dose activation, usual class: activators; also: potency is read from the fitted curve at half-maximal effect; nearly all actives have a fitted effect of over 60% in size
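Normalized to 6.5 mM cAMP, activity reflects EPAC1-catalysed release of BODIPY-GDP from Rap1B, followed kinetically over 30 min at 480 nm excitation, 540 nm emission. Reaction contained 100 nM EPAC1, 250 nM Rap1B-BODIPY-GDP, 50 uM GDP.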
* = called active by the depositor; ? = inconclusive; · = not tested or not shown; [ ] = remark or other dose. Unless noted, calls follow the shape of the dose curve; as a rule, active = well fitted curve in the direction sought with a large enough effect; inconclusive = small, poorly fitted or top-dose-only effect, or another doubt; inactive = no such curve, though single readings can be large; an effect the other way counts as inactive or inconclusive.

Second line of a record – PLK1 PBD inh	EPAC1 antag	FUS suppressor	PI5P4K alpha inh	Abeta rescue	WRN inhibitor	IL2 activator	EPAC1 ag
> CC(C)(C)c1ccc(-c2conc2N)cc1
  1%	23%	5%	·	-25%	-13%	-3.5	5%
> COc1cc(C(=O)NCC(c2ccco2)N2CCCC2)ccc1OCc1c(C)noc1C (stereo unspecified)
  -3%	11%	17%	1	1%	0%	-0.7	-1%
> Cc1cc(C)cc(C(=O)NC(CC(N)=O)c2ccc(N3CCC(Cc4ccccc4)CC3)c([N+](=O)[O-])c2)c1 (stereo unspecified)
  0%	18%	?	4	-13%	-3%	0.0	-6%
> CCS(=O)(=O)Nc1cc(-c2nc3cccnc3s2)ccc1C
  -9%	-9%	-13%	-5	7%	1%	-2.9	-3%
> CCN(CC)S(=O)(=O)c1cc(NC(=O)C2CSC3(C)CCC(=O)N23)ccc1C (stereo unspecified)
  -10%	13%	17%	-1	-7%	6%	1.3	-8%
> CNC[C@@H]1Oc2c(NC(=O)Nc3ccccc3)cccc2C(=O)N([C@@H](C)CO)C[C@H]1C
  -13%	11%	4%	7	0%	3%	-1.6	-25%
> COc1ccc(-c2[nH]ncc2CN(C)Cc2cc(C)[nH]n2)c(F)c1
  -19%	32%	6%	-8	-8%	5%	-0.4	-2%
> CCCCC(=O)OCCNC(=O)c1cc2ccccc2oc1=O
  -11%	-8%	-3%	5	1%	-27%	1.5	9%
> COc1ccccc1N1CCN(C(=S)Nc2ccc(S(=O)(=O)N3CCOCC3)cc2)CC1
  -11%	-11%	2%	-5	-8%	-7%	-1.0	9%
> CSCCC(NC(=O)c1ccccc1)C(=O)N1CCCCCCC1 (stereo unspecified)
  -13%	-6%	-17%	6	0%	10%	0.0	5%

Some of the entries so far, as labelled records.
canonical_smiles: Cc1cc(C)cc(C(=O)NC(CC(N)=O)c2ccc(N3CCC(Cc4ccccc4)CC3)c([N+](=O)[O-])c2)c1 (stereo unspecified)
- PLK1 PBD inh: 0%
- EPAC1 antag: 18%
- FUS suppressor: ?
- PI5P4K alpha inh: 4
- Abeta rescue: -13%
- WRN inhibitor: -3%
- IL2 activator: 0.0
- EPAC1 ag: -6%
canonical_smiles: CCS(=O)(=O)Nc1cc(-c2nc3cccnc3s2)ccc1C
- PLK1 PBD inh: -9%
- EPAC1 antag: -9%
- FUS suppressor: -13%
- PI5P4K alpha inh: -5
- Abeta rescue: 7%
- WRN inhibitor: 1%
- IL2 activator: -2.9
- EPAC1 ag: -3%
canonical_smiles: CCN(CC)S(=O)(=O)c1cc(NC(=O)C2CSC3(C)CCC(=O)N23)ccc1C (stereo unspecified)
- PLK1 PBD inh: -10%
- EPAC1 antag: 13%
- FUS suppressor: 17%
- PI5P4K alpha inh: -1
- Abeta rescue: -7%
- WRN inhibitor: 6%
- IL2 activator: 1.3
- EPAC1 ag: -8%
canonical_smiles: CNC[C@@H]1Oc2c(NC(=O)Nc3ccccc3)cccc2C(=O)N([C@@H](C)CO)C[C@H]1C
- PLK1 PBD inh: -13%
- EPAC1 antag: 11%
- FUS suppressor: 4%
- PI5P4K alpha inh: 7
- Abeta rescue: 0%
- WRN inhibitor: 3%
- IL2 activator: -1.6
- EPAC1 ag: -25%

Further results follow.
Second line of a record – PLK1 PBD inh	EPAC1 antag	FUS suppressor	PI5P4K alpha inh	Abeta rescue	WRN inhibitor	IL2 activator	EPAC1 ag
> COc1ccc(NC(=O)CCC(=O)Nc2cc(OC)c(NC(=O)c3cccs3)cc2OC)cc1
  0%	-2%	8%	-3	-8%	-19%	-1.8	-6%
> CCCCOc1cccc(C2C(C(=O)c3cccs3)=C(O)C(=O)N2Cc2cccnc2)c1 (stereo unspecified)
  -3%	-2%	4%	2	-18%	-15%	-0.8	-5%
> Cc1ccc(-c2nnc(SCC#N)n2N)cc1
  ?	-3%	-23%	3	12%	1%	-0.1	9%
> C[C@H](O)[C@@H]1CN2CCc3c([nH]c4ccccc34)[C@@H]2C[C@@H]1N(C)C(=S)NCCc1ccccc1
  2%	3%	-10%	10	-21%	-1%	0.5	-2%
> Cc1ccc(S(=O)(=O)N2CC(=NN=C(N)N)C2)cc1
  0%	1%	3%	0	3%	-3%	-1.1	-2%
> O=C(c1ccc(-n2cccc2)cc1)N1CCCCC1
  -3%	2%	-12%	4	-26%	-2%	1.2	9%
> Cc1ccc(C(NC(=O)N2CCCCC2)=C(Cl)Cl)cc1F
  -22%	0%	-31%	-3	-21%	-4%[57.1 µM]	0.3	-2%
> CCOc1ccc(C2NC(=O)NC(c3ccccc3)=C2C(C)=O)cc1OC (stereo unspecified)
  -5%	7%	-6%	-3	-4%	2%	0.3	17%
> COc1ccc(-n2c(C)nc(=O)c(-c3ccccc3)c2C)cc1
  ?	5%	9%	-9	15%	-1%	0.5	1%
> COc1ccc(-n2c(=S)[nH]c3ncccc3c2=O)cc1
  -1%	-12%	-23%	0	1%	3%	-1.3	0%
> CCCn1nnnc1NC(=O)c1cc(Cl)ccc1Cl
  27µM*	-13%	-2%	-2	7%	-6%	-3.2	-3%
> CC(C)Oc1cccc(C(=O)Nc2ccc(CN3CCOCC3)cc2)c1
  -5%	23%	30%	·	-10%	-2%	-1.9	-14%
> Cc1ccsc1/C=N/N1CCOCC1
  1%	7%	-5%	2	-3%	-4%	-0.8	7%
> O=c1[nH]c2c(c(=O)[nH]1)CCCCCC2
  6%	5%	·	-22	-16%	-8%	-1.4	1%
> Cn1c(NCc2ccc(Cl)cc2)nc2ccccc21
  -3%	-5%	3%	2	3%	-10%	-0.9	-5%
> COc1ccccc1CCNC(=O)Nc1cccc([N+](=O)[O-])c1
  -2%	6%	7%	0	20%	-8%	-1.3	-4%
> O=C(NC1=NCCS1)c1cccc(OC(F)F)c1
  1%	-14%	-18%	-4	4%	6%	0.5	-1%
> COc1cccc(C(=O)Nc2c(F)c(F)c(F)c(F)c2F)c1
  -2%	8%	34%	·	21%	-6%	-1.7	2%
> Cc1ccc(N2C(=O)N(CC(=O)NC(c3ccccc3)c3ccccc3)C(=O)C2C)cc1 (stereo unspecified)
  1%	-4%	-3%	-6	27%	-7%	-2.7	-1%
> O=C(CSc1ccccc1C(=O)O)NCC1CCCCC1
  2%	-1%	4%	-1	7%	1%	-0.2	8%

Remaining list, next part:
SMILES	PLK1 PBD inh	EPAC1 antag	FUS suppressor	PI5P4K alpha inh	Abeta rescue	WRN inhibitor	IL2 activator	EPAC1 ag
CN1CCN(NC(=O)c2cc(-c3ccc(Br)s3)nc3ccccc23)CC1	-1%	1%	-3%	-13	-5%	2%	0.5	-7%
Cn1nc(-c2ccccc2)cc1NS(=O)(=O)c1ccccc1	1%	7%	27%	1	17%	9%	-0.4	-5%
Cc1ccc(CN(C)C(=O)c2cc(COc3cccc(C(F)(F)F)c3)on2)o1	?	-20%	46%	-12	-25%	-9%	-4.5	-1%
Cc1cccc(OCc2nnc(N)s2)c1C	-9%	-6%	-26%	4	-10%[9.22 µM]	-21%	-4.0	2%
Cc1cc(C(=O)OCC(=O)Nc2ccccc2C#N)c(C)o1	-4%	4%	2%	-4	3%	-9%	-0.9	-49%[inhibitor]
COC(=O)N1C(=O)[C@@](c2ccc(OC)cc2)(C(C)C)N1C(=O)OC	-26%	-15%	-13%	7	-14%	-22%	-0.3	11%
CC(C)C(NS(=O)(=O)c1ccccc1)C(=O)N1CCCCCC1 (stereo unspecified)	-5%	-6%	9%	3	5%	0%	0.4	6%
O=C(NCCc1ccccc1)C1CCN(S(=O)(=O)c2ccc(-n3cnnn3)cc2)CC1	-9%	-3%	29%	-4	-10%	0%	0.7	4%
Cc1ccc(N2CC(C(=O)Nc3ccc4c(c3)OCO4)CC2=O)cc1C (stereo unspecified)	-6%	-18%	-13%	?	-4%	-11%	-1.1	-3%
COc1ccccc1NC(=O)CS(=O)(=O)c1cn(CC(=O)N2CCCC2)c2ccccc12	-1%	-14%	9%	6	5%	-3%	1.0	18%
Cc1nn(C)c(C)c1/C=C/C(=O)c1ccc(Cl)cc1Cl	-19%	11%	22%	-1	-15%	6%	0.9	2%
O=C(NCc1ccncc1)C(=O)N/N=C/c1ccccn1	-2%	-4%	-19%	12	-2%	2%	-0.1	-8%
O=S1(=O)N=C(N2CCCc3ccccc32)c2ccccc21	-1%	-2%	1%	9	0%	1%	1.7	-1%
O=C(Nc1ccccn1)N1CCOCC1	-11%	10%	4%	·	6%	18%	-2.9	0%
O=C(O)c1cn(Cc2ccccn2)c(=O)c2ccccc12	-7%	-2%	3%	1	-31%	5%	-0.5	5%
O=C(NCc1ccccn1)c1ccc(Cn2c(=S)[nH]c3ccccc3c2=O)cc1	3%	-2%	-20%	4	-8%	-7%	-1.2	-1%
COc1cccc(C2=CC(=O)CC(C)(C)C2)n1	0%	9%	-23%	-1	-10%	-2%	-0.5	-7%
COCCSc1nnc(NC(=O)Cc2ccc(OC)cc2)s1	-25%	-4%	28%	-8	-19%	-4%	0.2	-1%
